# High-throughput results deposited in PubChem by Broad Institute.
# XiGFP reactiv – activators of inactive X chromosome reactivation, primary screen, imaging, XiGFP fibroblasts, GFP high-content imaging, set 2; XiGFP mouse fibroblasts, % GFP-positive cells imaging, 3 d; cells co-treated with 5-aza-dC sensitizer; scaled so ellipticine positive control = 100%; activation, % at 7.58 µM; actives 0.055% (n = 360,000); AID 743238, 2013;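 active = mean normalized replicate activation at least 10% and every replicate at or above 10%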;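 note: 0% = median of on-plate neutral control wells and 100% = ellipticine 6 µM median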
#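 Material: SV40-immortalized XiGFP fibroblast cells, line 68-5-11 | Buffer or medium: DMEM containing 5-aza-dC | Dosing: One concentration, pinned | Times: 3 d treatment, 15 min room-temperature fixation | Controls: Ellipticine 6 µM positive control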
# E-selectin induc – E-selectin induction in HUVECs, primary screen, imaging, HUVEC, immunofluorescence imaging, single point. normalized: neutral wells 0, TNF-alpha wells 100. activation, % at 7.58 µM. P16581. AID 686992, 2013. actives 0.37% (n = 260,000);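 active = mean E-selectin-positive cell signal at least 10% of the positive control, reached in at least 60% of replicates, without over 20% cell loss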;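 note: in these data hits start at about 27%; measured in HUVEC primary endothelial cells; signal is the percent of cells scored E-selectin positive by PE staining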
#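 Read-out: % PE-positive cells | Test system: HUVEC | Doses: One compound dose added by pin transfer | Buffer or medium: EGM-2 over gelatin coat | Signal: Immunofluorescence imaging | Benchmarks: TNF-alpha, DMSO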
# RAD52 inh – RAD52 DNA annealing inhibitors, primary screen, biochemical, FRET, single point, set 2 | recombinant RAD52 DNA annealing, FRET fluorescence | inhibition, % at 18.7 µM | actives 0.46% (n = 360,000) | DNA repair protein RAD52 homolog (Homo sapiens), P43351;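 active = every replicate showing at least 50% inhibition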
# ERp5 block – inhibitors of ERp5-driven insulin aggregation, primary screen, biochemical, turbidity, absorbance 650 nm, single point. 90 min. actives 0.05% (n = 350,000). Protein disulfide-isomerase A6 (Homo sapiens), Q15084. inhibition, % at 9.99 µM;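 active = mean replicate inhibition above about 25%, with every replicate also reaching it, limit read from the data, passing the limit was not always enough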
# RAD54 inh – inhibitors of human RAD54 branch migration, primary screen, biochemical, fluorescence, single point; actives 0.14% (n = 360,000); AID 602329, 2012; inhibition, % at 10.4 µM; RAD54 Holliday junction branch migration, FAM/BHQ fluorescence;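 active = mean normalized replicate activity at least 40 and at least half of replicates scoring 40 or more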;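 note: 0% = median of neutral control wells and 100% = median of positive control wells; inhibitors cause a drop in the FAM fluorescence signal; in these data hits start at about 50%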
# Target sequence (Q92698 whole entry, looked up): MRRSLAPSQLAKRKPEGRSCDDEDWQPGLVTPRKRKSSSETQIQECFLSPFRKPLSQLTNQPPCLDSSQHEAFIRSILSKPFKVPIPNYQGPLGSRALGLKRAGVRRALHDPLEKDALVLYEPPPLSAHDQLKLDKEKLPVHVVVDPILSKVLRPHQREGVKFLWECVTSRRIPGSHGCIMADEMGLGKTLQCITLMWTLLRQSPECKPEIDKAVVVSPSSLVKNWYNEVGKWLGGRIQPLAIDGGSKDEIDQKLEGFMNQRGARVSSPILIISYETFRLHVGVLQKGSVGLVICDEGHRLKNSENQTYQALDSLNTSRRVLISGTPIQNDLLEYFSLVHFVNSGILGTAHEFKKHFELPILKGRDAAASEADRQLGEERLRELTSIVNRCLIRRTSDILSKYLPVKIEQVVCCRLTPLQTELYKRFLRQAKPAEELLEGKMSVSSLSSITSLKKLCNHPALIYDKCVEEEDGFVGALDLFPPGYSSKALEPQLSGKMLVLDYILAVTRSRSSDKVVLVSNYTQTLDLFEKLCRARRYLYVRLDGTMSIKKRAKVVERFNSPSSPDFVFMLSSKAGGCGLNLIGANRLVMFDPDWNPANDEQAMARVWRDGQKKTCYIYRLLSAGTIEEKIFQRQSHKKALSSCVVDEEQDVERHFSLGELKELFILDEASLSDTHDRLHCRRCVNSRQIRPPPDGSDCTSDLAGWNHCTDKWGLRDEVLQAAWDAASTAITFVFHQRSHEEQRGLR
# esBAF inh – Bmi1 luciferase reporter increase in mESCs, primary screen, esBAF inhibitor project, mouse ES cells, Bmi1 luciferase knock-in, single point. 24 h; 100% = twice the neutral-well signal. reporter increase, % at 12.5 µM. actives 2% (n = 350,000). AID 602393, 2012; in the data active = activation above about 40%;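 note: 0% = median of the plate's neutral control wells and 100% = double that signal; a rise in the Bmi1 reporter signal indicates esBAF inhibition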
# * hit, by the source's call; / = no result given.
SMILES,XiGFP reactiv,E-selectin induc,RAD52 inh,ERp5 block,RAD54 inh,esBAF inh
Cc1nn(Cc2ccc([N+](=O)[O-])cc2)c(=O)n1-c1ccc(F)cc1,/,1.1,/,/,-7,12
CCC(=O)OC1CSc2nc3ccccc3n2C1 (centres undefined),/,0.0,/,/,-3,-5
CN(C)c1ccc(P(=O)(OC2CCCCC2)C(O)c2cccnc2)cc1 (centres undefined),/,-0.8,/,/,-8,-1
O=C(c1ccccc1/S(=N/S(=O)(=O)c1ccccc1)N1CCOCC1)N1CCOCC1 (centres undefined),/,-1.3,/,/,1,-2
CC(C)Oc1ccc(C(=O)N2CCCc3ccccc32)cc1,/,-3.3,/,/,-5,11
CCN(c1ccccc1)S(=O)(=O)c1ccc(N)c(OC)c1,/,-2.6,/,/,6,-2
Cc1cc(C)cc(OCC(=O)Nc2nonc2NC(=O)COc2cc(C)cc(C)c2)c1,/,-0.6,/,/,-14,-6
COc1ccc(Cn2c(C3CC3)nc3ccc(NC(=O)C4CC4)cc3c2=O)cc1,/,-1.1,/,/,14,67*
CCSc1nnc(CNc2ccc(F)cc2)n1CC1CCCO1 (centres undefined),/,-1.9,/,/,-6,-3
COc1ccc(NC(=O)CCC2CCCC2)cc1OC,/,-0.8,/,/,-3,9
Cc1nc(N2CCN(Cc3ccc4c(c3)OCO4)CC2)nc2c1C(=O)CC(c1ccco1)C2 (centres undefined),/,-2.2,/,/,1,12
O=C(Cn1ncc2c3ccccc3n(Cc3ccc(F)cc3)c2c1=O)N1CCN(c2ncccn2)CC1,/,0.6,/,/,2,-4
O=C(CCn1c(=O)[nH]c2ccsc2c1=O)N(CCc1ccccc1)Cc1ccccc1,/,0.4,/,/,5,-7
CCOC(=O)NCC(C)(C)CNC(=O)OCC,/,-1.7,/,/,9,-2
COc1ccc(Cn2c(=O)[nH]c3cc(C(=O)NCCCN4CCCC4)ccc3c2=O)cc1,/,-0.7,/,/,19,2
CCN=C1SC(CC(=O)NC(N)=O)C(=O)N1CC (centres undefined),/,-0.1,/,/,-5,-3
CCn1c(SCC(=O)N2c3ccccc3CC2C)nnc1-c1ccco1 (centres undefined),/,4.4,/,/,9,-4
CC(C)NS(=O)(=O)c1ccc(CCC(=O)NCc2ccco2)cc1,/,8.2,/,/,5,-3
O=C(NCc1ccccc1)N1CCC(n2cnc3cc(F)ccc32)CC1,/,1.0,/,/,4,-7
O=C(CC1(O)C(=O)Nc2ccccc21)c1ccc(-n2cccc2)cc1 (centres undefined),/,-1.5,/,/,-4,16
Cc1cc(C(=O)CSc2nnc(-c3ccccc3)n2-c2ccccc2)c(C)n1-c1ncn[nH]1,/,-0.2,/,/,-10,9
Cc1nn(C)c(Oc2ccccc2)c1CCNS(=O)(=O)c1ccc(F)cc1,/,-0.6,/,/,-1,-4
COc1ccc(S(=O)(=O)N2CCSC2c2ccc(OC)c(OC)c2)cc1 (centres undefined),/,1.0,/,/,14,4
CCC(=O)Nc1ccc(NC(=O)Cc2ccccc2)cn1,/,-1.8,/,/,-8,3
O=c1c2cccnc2[nH]c(=S)n1CCCN1CCN(c2ccccc2F)CC1,/,0.2,/,/,2,3
CCN(C(=O)c1c(C)cc(=O)oc1C)c1ccc2c(c1)OCO2,/,-0.6,/,/,-6,-1
O=C(O)CSc1nnc(CNc2cccc(C(F)(F)F)c2)n1Cc1ccco1,/,-1.8,/,/,2,-5
Oc1cccc(C=NCc2ccccc2)c1O,/,-1.2,/,/,1,-4
Cn1cccc1C(=O)OCC(=O)Nc1ccc2c(c1)CCC2,/,23,/,/,2,35
CSCCC(NC(=O)C1CCC(C)CC1)C(=O)O (centres undefined),/,-0.6,/,/,5,-7
Cc1ccc(OCC(=O)NNC(=O)C(C)Sc2ncnc3sc(C)c(C)c23)cc1 (centres undefined),/,0.1,/,/,-19,-8
COC(=O)c1ccc(Sc2ccccc2NS(=O)(=O)c2ccc(OC)cc2)nc1,/,0.6,/,/,3,-5
Cc1ccc(S(=O)(=O)CC(C)N2CCN(C3CCCCC3)CC2)cc1 (centres undefined),/,-1.6,/,/,-1,4
CCOC(=O)C1=C(C)N(C)C(C)=C(C(=O)OCC)C1c1ccccc1,/,-1.0,/,/,-1,5
CC(=O)c1sc2nc(C)cc(C)c2c1N,/,-0.1,/,/,10,-4
Cc1ccc(-c2nc3ncccn3c2NC2CCCCC2)o1,/,-1.0,/,/,5,0
Cc1ccc(-c2nn(CC(=O)Nc3ccc4c(c3)nc3n4CCOC3)c(=O)c3ccccc23)cc1,/,-1.1,/,/,8,-4
CCN1CCc2nc(SCC(=O)Nc3ccc(OC)cc3)c(C#N)cc2C1,/,0.1,/,/,5,11
Cn1cnc(S(=O)(=O)N2CCCCN3[C@H](C2)[C@H](c2ccc(C4=CCCC4)cc2)[C@@H]3CO)c1,/,/,12,-2,-8,/
O=C(c1cccc(F)c1)N1CCCCN2[C@H](C1)[C@H](c1ccc(-c3ccc(F)cc3)cc1)[C@@H]2CO,/,/,37,4,2,/
O=C(CNC(=O)OCc1ccccc1)NC1CCCCCCC1,0.0,/,/,/,-7,2
COc1cc(NC(=S)NCCC(c2ccccc2)c2ccccc2)c(OC)cc1Cl,-0.1,/,/,/,-6,1
Cc1c(Cl)c([N+](=O)[O-])nn1CCCC(=O)Nc1cc(Cl)ccc1Cl,-0.1,/,/,/,4,-4
O=C(O)CC(Cc1ccc(Cl)cc1)C(=O)Nc1ccc([N+](=O)[O-])cc1 (centres undefined),0.0,/,/,/,6,-6
Cc1ccc(-c2onc3ccc(Cl)cc23)cc1,0.1,/,/,/,-1,6
O=C(c1ccc(-n2c(SCc3cccc(F)c3)nc3ccccc3c2=O)cc1)N1CCOCC1,0.4,/,/,/,2,11
Cc1ccc(S(=O)(=O)NCCCCCC(=O)Nc2ccccc2)cc1,-0.1,/,/,/,-9,-4
C=CCOc1ccccc1/C=N/NC(=O)c1ccc(Cl)cc1Cl,-0.1,/,/,/,-2,-2
Cc1ccc(NC(=O)c2ccncc2)cc1[N+](=O)[O-],0.2,/,/,/,-1,5
COc1ccc(NC(=O)Nc2ccc(C(=O)N3CCOCC3)cc2)c(OC)c1,0.0,/,/,/,6,-10
COc1ccc(C(=O)CN2CC(C)SC2=Nc2ccc(Cl)cc2)cc1 (centres undefined),0.0,/,/,/,0,5
CC(=O)Nc1ccc(S(=O)(=O)NC2=NCN(C)CN2)cc1,0.1,/,/,/,-1,-19
COc1ccc(/C=C/C(=O)NCCCc2ccccc2)cc1OC,0.1,/,/,/,-6,-8
CC1CCCCN1C(=S)Nc1ccc2nc3n(c(=O)c2c1)CCCCC3 (centres undefined),-0.1,/,/,/,-9,1
Cc1nn(-c2ccc(F)cc2)c(Cl)c1/C=C/C(=O)OCC(=O)Nc1ccc(F)cc1F,0.0,/,/,/,-1,-3
CCN(CC)S(=O)(=O)c1ccc(N2CCOCC2)c(NC(=O)Cc2ccccc2)c1,0.2,/,/,/,0,-8
O=C(O)c1ccc(-n2ccnc2)c([N+](=O)[O-])c1,0.1,/,/,/,1,-7
NS(=O)(=O)c1ccc(NC(=S)NC2CCCC2)cc1,0.1,/,/,/,3,-5
CC(OC(=O)c1cc(S(=O)(=O)N(C)c2ccccc2)ccc1Cl)C(=O)Nc1ccc2c(c1)OCCO2 (centres undefined),0.1,/,/,/,-2,-3
CCN(CC)S(=O)(=O)c1ccc(N2CCN(CCO)CC2)nc1,-0.1,/,/,/,0,3

# Some of the entries above in another layout:
# The line under a structure holds: XiGFP reactiv	E-selectin induc	RAD52 inh	ERp5 block	RAD54 inh	esBAF inh
Cc1ccc(S(=O)(=O)NCCCCCC(=O)Nc2ccccc2)cc1
    -0.1	/	/	/	-9	-4
C=CCOc1ccccc1/C=N/NC(=O)c1ccc(Cl)cc1Cl
    -0.1	/	/	/	-2	-2
Cc1ccc(NC(=O)c2ccncc2)cc1[N+](=O)[O-]
    0.2	/	/	/	-1	5
COc1ccc(NC(=O)Nc2ccc(C(=O)N3CCOCC3)cc2)c(OC)c1
    0.0	/	/	/	6	-10
COc1ccc(C(=O)CN2CC(C)SC2=Nc2ccc(Cl)cc2)cc1 (centres undefined)
    0.0	/	/	/	0	5
CC(=O)Nc1ccc(S(=O)(=O)NC2=NCN(C)CN2)cc1
    0.1	/	/	/	-1	-19
COc1ccc(/C=C/C(=O)NCCCc2ccccc2)cc1OC
    0.1	/	/	/	-6	-8
CC1CCCCN1C(=S)Nc1ccc2nc3n(c(=O)c2c1)CCCCC3 (centres undefined)
    -0.1	/	/	/	-9	1
Cc1nn(-c2ccc(F)cc2)c(Cl)c1/C=C/C(=O)OCC(=O)Nc1ccc(F)cc1F
    0.0	/	/	/	-1	-3
CCN(CC)S(=O)(=O)c1ccc(N2CCOCC2)c(NC(=O)Cc2ccccc2)c1
    0.2	/	/	/	0	-8
O=C(O)c1ccc(-n2ccnc2)c([N+](=O)[O-])c1
    0.1	/	/	/	1	-7
NS(=O)(=O)c1ccc(NC(=S)NC2CCCC2)cc1
    0.1	/	/	/	3	-5
CC(OC(=O)c1cc(S(=O)(=O)N(C)c2ccccc2)ccc1Cl)C(=O)Nc1ccc2c(c1)OCCO2 (centres undefined)
    0.1	/	/	/	-2	-3
CCN(CC)S(=O)(=O)c1ccc(N2CCN(CCO)CC2)nc1
    -0.1	/	/	/	0	3

# Additional compounds:
SMILES,XiGFP reactiv,E-selectin induc,RAD52 inh,ERp5 block,RAD54 inh,esBAF inh
CC(=O)Nc1ccc(OC(=O)c2c(-c3ccccc3Cl)noc2C)cc1,-0.1,/,/,/,3,1
Cc1ccccc1C=Nc1ccccc1C(N)=O,-0.3,/,/,/,4,-9
CC(C)NC(=O)Nc1ccc2c(c1)C(=O)N([C@H](C)CO)C[C@@H](C)[C@H](CN(C)Cc1ccc3c(c1)OCO3)OCCCC[C@H](C)O2,-0.1,/,/,/,6,-5
COc1cc(/C=C2\CCc3ccccc3C2=O)cc(OC)c1OC,0.1,/,/,/,0,11
Cc1ccc(C(=O)NCCc2sc(C)nc2C)cc1,0.0,/,/,/,-2,-5
COc1ccc(NC(=S)NC(=O)c2ccc(Br)o2)cc1,0.0,/,/,/,-10,46*
O=Cc1ccc(Oc2cc(-c3ccccc3)nc(-c3ccccc3)n2)cc1,0.1,/,/,/,1,-3
Cc1noc(C)c1S(=O)(=O)N(C)C[C@@H]1OCCCC[C@@H](C)Oc2ccc(NS(=O)(=O)c3ccc(F)cc3)cc2C(=O)N([C@@H](C)CO)C[C@H]1C,0.0,/,/,/,-2,0
C=CCNC(=O)NC(=O)COC(=O)CC(NC(N)=O)c1ccc(Cl)cc1 (centres undefined),0.0,/,/,/,-10,-2
O=C(Nc1ccncc1)c1ccc2c(c1)C(=O)N(CC1CCCO1)C2=O (centres undefined),0.1,/,/,/,-4,7
O=C(CC1NCCNC1=O)Nc1ccc(Cl)c(Cl)c1 (centres undefined),0.3,/,/,/,-7,34
CC1CCC2C(=O)N(c3ccc(C(=O)NCc4ccccc4)cc3)C(=O)C2C1 (centres undefined),-0.1,/,/,/,-3,-8
O=C(/C=C/c1cccc([N+](=O)[O-])c1)NC(=S)Nc1cccc(NC(=O)c2ccccc2Cl)c1,0.1,/,/,/,-1,12
Oc1c(C=C2N=c3ccccc3=N2)sc(=S)n1-c1ccc(F)cc1,-0.3,/,/,/,1,12
Cc1c(C(=O)N/N=C/c2ccc(-c3ccccc3[N+](=O)[O-])o2)sc(N)c1C#N,0.0,/,/,/,-3,25
Cc1sccc1/C=N/NC(=O)c1cccc2ccccc12,-0.1,/,/,/,4,20
CC(=O)Nc1nnc(SCC(=O)c2ccc3c(c2)Cc2ccccc2-3)s1,0.0,/,/,/,8,2
Cc1ccc(S(=O)(=O)Nc2ccc3c(c2)C(=O)N([C@@H](C)CO)C[C@@H](C)[C@@H](CN(C)C(=O)c2ccncc2)OCCCC[C@@H](C)O3)cc1,0.1,/,/,/,5,3

# A portion of the library; the hit share may differ from the screen's.
